Bfl-1 Bim block = inhibitors of Bim-Bfl-1 interaction, human. inhibition, % at 10 µM. Q16548. hit rate 0.12% among 190,000. AID 1008. Bead-based flow cytometry, Bim-Bfl-1 binding inhibition;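 also: 0% = wells without compound plus tracer and 100% = blocker peptide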
Bcl-W Bim block = human Bim-Bcl-W interaction inhibition. bead-based flow cytometry, Bim peptide-Bcl-W binding. inhibition, % at 10 µM. hit rate 0.02% among 190,000. AID 952;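 also: 0% = bound tracer without compound and 100% = peptide blocker; higher means less fluorescent Bim peptide bound to Bcl-W beads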
Target sequence (Q92843 whole entry, looked up): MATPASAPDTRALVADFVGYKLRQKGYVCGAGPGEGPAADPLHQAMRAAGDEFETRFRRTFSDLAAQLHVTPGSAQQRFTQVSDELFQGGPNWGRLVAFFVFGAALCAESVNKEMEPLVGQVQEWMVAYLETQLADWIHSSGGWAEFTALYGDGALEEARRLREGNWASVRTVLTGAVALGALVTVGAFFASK
Bcl-XL Bim block = disrupts Bim peptide binding to human Bcl-XL. Q07817. hit rate 0.04% among 190,000. inhibition, % at 10 µM. bead flow cytometry, fluorescence
Target sequence (Q07817 whole entry, looked up): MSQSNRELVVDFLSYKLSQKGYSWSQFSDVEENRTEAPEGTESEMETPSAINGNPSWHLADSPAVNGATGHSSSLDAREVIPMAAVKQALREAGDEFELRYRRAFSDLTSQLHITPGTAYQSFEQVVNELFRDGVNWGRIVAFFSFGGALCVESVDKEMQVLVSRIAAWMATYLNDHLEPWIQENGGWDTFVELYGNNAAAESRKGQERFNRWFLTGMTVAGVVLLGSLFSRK
Bcl-B Bim block = human Bim-Bcl-B interaction inhibition; Q9HD36; bead-based flow cytometry, Bim peptide-Bcl-B binding; hit rate 0.073% among 190,000; inhibition, % at 10 µM;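 also: 0% = tracer peptide without compound and 100% = reference inhibitor peptide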
Target sequence (Q9HD36 whole entry, looked up): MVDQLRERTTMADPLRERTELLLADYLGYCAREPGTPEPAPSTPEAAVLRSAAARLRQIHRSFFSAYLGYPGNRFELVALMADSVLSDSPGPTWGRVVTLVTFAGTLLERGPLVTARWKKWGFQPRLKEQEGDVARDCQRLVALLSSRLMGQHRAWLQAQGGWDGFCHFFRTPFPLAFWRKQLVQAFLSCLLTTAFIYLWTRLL
Cdc42 wt GTP = changes GTP binding to wildtype human Cdc42 | GST-Cdc42 beads, Bodipy-GTP binding, flow cytometry; actives lie on both sides | AID 761 | percent activity (GTP binding), % at 10 µM | hit rate 0.2% among 190,000;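 active = percent activity GTP binding at least 20 points away from the 100% baseline, either down as inhibitor or up as activator; inconclusive = compound flagged as likely green fluorescent from well-wide comparison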;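 also: median bead fluorescence of bound Bodipy-FL-GTP at 100 nM; 0% = excess unlabeled GTP control and 100% = no compound control; below 100% means less GTP binding so inhibitor and above means activator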
Target sequence (P60953 whole entry, looked up): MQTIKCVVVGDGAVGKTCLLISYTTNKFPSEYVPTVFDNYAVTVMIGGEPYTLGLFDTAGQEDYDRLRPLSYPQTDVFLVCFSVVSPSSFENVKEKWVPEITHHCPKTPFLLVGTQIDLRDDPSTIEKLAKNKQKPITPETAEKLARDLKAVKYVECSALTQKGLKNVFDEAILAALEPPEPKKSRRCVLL
Rab7 wt GTP bind = modulators of GTP binding to dog Rab7 wildtype GTPase | GST-Rab7 beads, fluorescent GTP binding, flow cytometry; actives lie on both sides; untreated = 100%, excess cold GTP = 0% | hit rate 0.055% among 190,000 | GTP binding activity (percent of control), % at 10 µM | AID 758;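 active = fluorescent GTP binding to Rab7 beads changed by at least 20 points from the 100% baseline, either direction, mostly lower; inconclusive = compound itself probably fluorescent, or too few beads counted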;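 also: median green fluorescence of bound Bodipy-FL-GTP per Rab7 bead population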
Rac1 act GTP bind = modulators of GTP binding to human Rac1 activated mutant; GST-Rac1 activated beads, fluorescent GTP binding, flow cytometry; actives lie on both sides; 100% means binding = to untreated wells; P63000; hit rate 0.11% among 190,000; percent activity (GTP binding), % at 10 µM;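 active = GTP binding at least 20 percentage points away from the 100% baseline, in either direction, so actives lie on both sides; inconclusive = Compound likely fluorescent itself, or too few beads counted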
Rac1 wt GTP bind = human Rac1 wildtype GTP binding, inhibitors and activators; P63000; GST-Rac1 beads, fluorescent GTP binding, flow cytometry; actives lie on both sides; 0 = cold GTP competed, 100 = untreated; GTP binding activity (% of control), % at 10 µM; hit rate 0.27% among 190,000; AID 757;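 active = GTP binding activity at least 20 points away from the 100% control level, either lower or higher; inconclusive = compound flagged as likely green fluorescent, judged across all proteins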
Rab2 wt GTP = changes GTP binding to wildtype dog Rab2A, up or down. P61105. GST-Rab2 wt beads, Bodipy-GTP binding, flow cytometry. GTP binding activity, % at 10 µM. hit rate 0.19% among 190,000. AID 760;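 active = GTP binding activity at least 20 points away from 100%, either lowered or raised; inconclusive = signal likely due to the compound's own green fluorescence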;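 also: 0% = beads with excess unlabeled GTP and 100% = no-compound control corrected for plate trend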
Bcl-2 Bim block = disrupts Bim peptide binding to human Bcl-2 | P10415 | Bead-based flow cytometry, Bim peptide-Bcl-2 binding | inhibition, % at 10 µM | hit rate 0.06% among 190,000 | AID 950; in the data active = inhibition above about 40%; inconclusive = no clear call, values can overlap the other calls;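 also: 0% = no compound wells with probe peptide and 100% = reference peptide inhibitor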
HRas wt GTP bind = changes GTP binding to wildtype human HRas | GST-Ras wt beads, Bodipy-FL-GTP binding, flow cytometry; actives lie on both sides | GTP binding activity, % at 10 µM | hit rate 0.14% among 190,000 | AID 759;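 active = GTP binding activity at least 20% away from the 100% baseline, either lowered as inhibitor or raised as activator; inconclusive = flagged as likely green fluorescent, judged across all proteins in the well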;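 also: 0% = unlabeled GTP competition control and 100% = no-compound control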
Target sequence (P01112 whole entry, looked up): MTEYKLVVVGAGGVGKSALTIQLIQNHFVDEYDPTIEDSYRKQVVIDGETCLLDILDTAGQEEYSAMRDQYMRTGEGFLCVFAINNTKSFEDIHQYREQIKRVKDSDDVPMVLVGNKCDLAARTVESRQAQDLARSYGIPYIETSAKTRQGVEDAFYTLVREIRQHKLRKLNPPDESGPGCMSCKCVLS
The depositor's hits bear a star; ? = inconclusive. Rule as the data show it, unless noted: active = inhibition above about 40%.

Compound | Bfl-1 Bim block | Bcl-W Bim block | Bcl-XL Bim block | Bcl-B Bim block | Cdc42 wt GTP | Rab7 wt GTP bind | Rac1 act GTP bind | Rac1 wt GTP bind | Rab2 wt GTP | Bcl-2 Bim block | HRas wt GTP bind
Clc1ccc(-n2nnc(-c3cccnc3)n2)cc1Cl | 3 | 3 | 0 | 5 | 90 | 98 | 95 | 93 | 95 | 0 | 95
CS(=O)(=O)N1CCN(CC(=O)NC2CCCCC2)CC1 | -13 | -4 | -4 | -3 | 99 | 99 | 95 | 98 | 98 | -4 | 97
Cc1cc(NC(=O)c2sc(Nc3ccc(F)c(Cl)c3)nc2N)no1 | -3 | -13 | -17 | -3 | 92 | 92 | 97 | 92 | 94 | -4 | 96
COc1ccc(Cc2nnc(NC(=O)C3CCCO3)s2)cc1OC (stereo not given) | -2 | -2 | -6 | 0 | 100 | 98 | 98 | 99 | 97 | -3 | 99
CCc1nc2ccccc2n1CC(=O)N1CCN(Cc2ccccc2)CC1 | -4 | 0 | -4 | -3 | 95 | 103 | 94 | 100 | 99 | 0 | 99
COC(=O)c1noc(-c2ccc(C)cc2)n1 | -12 | 4 | -16 | -5 | 103 | 100 | 99 | 102 | 99 | -3 | 99
CC(C)n1c(NCCc2ccccc2)nc2c1c(=O)n(C)c(=O)n2C | -1 | -5 | -5 | -8 | 102 | 103 | 100 | 104 | 101 | -5 | 102
Cc1cccc(-c2nnc(-c3ccc(N)cc3)o2)c1 | -2 | -1 | -2 | -1 | 99 | 96 | 97 | 99 | 98 | -2 | 98
N#Cc1c(/N=C/C=C/c2ccccc2)sc2c1CCCC2 | -7 | -5 | -6 | -24 | 106 | 100 | 99 | 103 | 102 | -10 | 102
Cc1cc(=O)[nH]c(SCC(=O)O)c1C#N | -13 | -1 | -6 | -15 | 93 | 97 | 94 | 98 | 98 | -7 | 97
CCn1c(CNc2ccc(C)cc2)nnc1SCC(N)=O | 1 | -1 | -4 | -3 | 105 | 102 | 101 | 110 | 102 | 0 | 104
CC(=O)Nc1ccc(/C=N/NC(=O)c2cccc(S(=O)(=O)N3CCOCC3)c2)cc1 | -7 | -12 | -18 | -11 | 96 | 100 | 97 | 100 | 95 | -6 | 96
COc1cc(/C=C/C(=O)O)cc(S(=O)(=O)Nc2ccccc2Cl)c1OC | -1 | -2 | -1 | -3 | 96 | 96 | 97 | 101 | 96 | 1 | 99
O=C(COC(=O)CSc1ccc2ccccc2c1)NC1CC1 | -5 | -7 | -9 | -7 | 100 | 103 | 100 | 103 | 98 | -6 | 100
CC(C)c1cc(NC(=O)c2ccccc2)cc(C(C)C)c1O | -3 | 0 | 0 | -3 | 102 | 108 | 97 | 102 | 101 | -3 | 103
COCCn1c(C)cc(C(=O)COc2ncnc3ccc(Br)cc23)c1C | -5 | -1 | -1 | -4 | 100 | 104 | 97 | 101 | 100 | -3 | 99
CCOC(=O)N1CCN(C(=O)C2CCN(S(=O)(=O)c3ccc(C)cc3)CC2)CC1 | -3 | -2 | -7 | -4 | 98 | 99 | 97 | 101 | 97 | -7 | 98
O=C(COC(=O)c1ccncc1)c1ccccc1 | -5 | -1 | -3 | -2 | 97 | 104 | 96 | 97 | 99 | -3 | 99
COc1ccc(CCNC(=O)c2cccs2)cc1OC | -7 | -1 | -3 | -2 | 98 | 92 | 95 | 100 | 97 | -3 | 96
O=C(C1=C[C@H](c2ccccc2)C[C@H](OCc2ccc(CO)cc2)O1)N1CCOCC1 | -2 | -1 | 0 | -3 | 98 | 102 | 97 | 101 | 99 | -2 | 98
CC(=O)C1=C(C)NC2(O)c3ccccc3C(=O)C12O (stereo not given) | -9 | 0 | -1 | -7 | ? | ? | ? | ? | ? | -3 | ?
Cc1ccc(NC(=O)COC(=O)CNC(=O)c2ccc(Br)cc2)c(C)c1 | 0 | -2 | -2 | 0 | 100 | 97 | 96 | 102 | 97 | 0 | 100
Cc1c(NC2=CC(=O)CCC2)c(=O)n(-c2ccccc2)n1C | -1 | 3 | 3 | -4 | 95 | 95 | 95 | 99 | 94 | 0 | 96
CCN(CC)C(=O)CSc1nc2nc(C)cc(C)c2c(=O)[nH]1 | -14 | 0 | -7 | -23 | 101 | 101 | 96 | 100 | 98 | -16 | 100
COc1cc(CNCC2CCCO2)ccc1OCC(N)=O (stereo not given) | -3 | -4 | -2 | -3 | 100 | 111 | 98 | 103 | 106 | -2 | 100
O=C(/C=C/c1cccc([N+](=O)[O-])c1)NCCc1ccc(F)cc1 | 0 | -6 | -6 | -5 | 99 | 104 | 100 | 105 | 100 | 0 | 103
CCOc1ccccc1-n1c(SCC(=O)N(C(C)C)C(C)C)nnc1-c1cccnc1 | 0 | 0 | -1 | 1 | 99 | 103 | 98 | 100 | 100 | 0 | 102
CC(=O)Nc1ccc(OC(=O)c2cc3cc(Br)cc(Br)c3oc2=O)cc1 | 6 | 1 | 2 | 2 | 99 | 100 | 97 | 99 | 98 | 4 | 99
COc1ccc(C(=O)NCC(=O)OCc2cccc(Br)c2)cc1 | -12 | 3 | -2 | -5 | 102 | 98 | 96 | 99 | 97 | -3 | 99
CCCCc1ccc(Nc2ncnc3nc[nH]c23)cc1 | -11 | -3 | -5 | -6 | 107 | 99 | 101 | 107 | 104 | -7 | 105
CCC(OC(=O)c1nsc(Cl)c1Cl)C(=O)NCCOC (stereo not given) | -5 | 0 | 0 | -2 | 94 | 104 | 96 | 98 | 100 | -5 | 97
O=C(CSc1nnc(Cc2ccccc2)n1-c1ccccc1)N1CCOCC1 | -1 | -2 | -2 | -4 | 99 | 102 | 97 | 102 | 100 | -1 | 101
CN(CCCNC(=O)Cn1cc2c(n1)CCCC2)C1CCCCC1 | -8 | -4 | -5 | -5 | 101 | 101 | 99 | 104 | 99 | -4 | 102
O=C(NCCc1ccccc1)c1ccc(-c2ccccc2C(F)(F)F)o1 | -2 | -1 | -5 | -4 | 94 | 102 | 93 | 96 | 96 | 0 | 97
Cc1cc(Nc2ccc(C)c(F)c2)n2ncnc2n1 | -8 | 2 | -1 | 0 | 97 | 98 | 97 | 99 | 96 | 0 | 98
CCC(C)(C)n1nnnc1CN1CCSCC1 | -7 | -2 | 0 | -2 | 106 | 103 | 103 | 107 | 104 | -4 | 104
CC(C)N(Cc1ccccc1)S(=O)(=O)N(C)C | -17 | 0 | -2 | -6 | 102 | 98 | 98 | 103 | 98 | -6 | 100
ONC(=Nc1ccccc1)c1ccc(Cl)cc1 | -3 | -1 | -1 | -3 | 99 | 96 | 96 | 97 | 96 | 0 | 98
CCOc1ccccc1NC(=O)CCC(=O)O | -12 | -1 | -1 | -5 | 98 | 95 | 95 | 99 | 95 | -6 | 97
COc1ccc(C2CC(=O)c3cnn(-c4nc(C)cc(C)n4)c3C2)cc1 (stereo not given) | -3 | -2 | -4 | -7 | 102 | 102 | 99 | 107 | 101 | -1 | 101
Cc1c(CCO)c(=O)n(-c2ccccc2)n1S(=O)(=O)c1c(Cl)cc(Cl)cc1Cl | 5 | 0 | 1 | -2 | 94 | 97 | 97 | 100 | 91 | -3 | 94
O=C(CSc1nnc(-c2ccncc2)n1-c1ccc(F)cc1)NC(=O)NCc1ccco1 | -16 | -3 | -5 | -8 | 105 | 103 | 98 | 107 | 99 | -8 | 102
CCOC(=O)C1=C(C)N(CCCC(=O)O)C(=O)NC1c1ccc(OC)cc1 (stereo not given) | -2 | 0 | -1 | -2 | 103 | 106 | 101 | 106 | 101 | 5 | 104
COc1ccc(CCNC(=O)CSc2cn(Cc3ccccc3)c3ccccc23)cc1OC | -3 | -3 | -9 | -4 | 101 | 103 | 99 | 98 | 98 | -1 | 100
Cc1ccc(C(=O)N/N=C(/CC(=O)c2cccs2)C(F)(F)F)cc1 | -11 | -9 | -13 | -8 | ? | ? | ? | ? | ? | -8 | ?
C/C(=N\O)C(C)NC(=O)c1ccccc1 (stereo not given) | 0 | -1 | -5 | -4 | 102 | 102 | 100 | 106 | 101 | 0 | 103
C=C(C)COc1ccc2c(C)c(CC(=O)OC)c(=O)oc2c1C | 0 | -3 | 0 | 0 | 103 | 103 | 98 | 104 | 99 | -3 | 102
CC(C)=CC1C(C(=O)Nc2ccc(Br)cn2)C1(C)C (stereo not given) | -4 | -1 | -3 | -4 | 96 | 97 | 94 | 88 | 95 | -7 | 95
Cc1ccc2c(C)nc(SC(C(=O)c3ccccc3)c3ccccc3)nc2c1 (stereo not given) | 3 | 0 | -2 | -7 | 98 | 99 | 101 | 100 | 98 | -1 | 99
Cc1n[nH]c(C)c1-c1nc2ccccc2[nH]1 | -18 | 0 | -7 | -5 | 107 | 105 | 100 | 112 | 103 | -12 | 103
O=c1[nH]c(SCCOc2ccccc2F)nc2ccccc12 | 8 | 3 | 9 | 12 | 86 | 96 | 86 | 84 | 87 | 2 | 87
Brc1ccccc1-c1cnco1 | -7 | -1 | -1 | -4 | 97 | 105 | 100 | 103 | 99 | -7 | 100
O=C(Cc1ccc(Br)cc1)N1CCN(c2ccc(F)cc2)CC1 | -10 | 6 | 6 | -3 | 102 | 102 | 101 | 107 | 101 | -5 | 102
CC(C)c1onc(C(=O)N2CCCCC2C)c1[N+](=O)[O-] (stereo not given) | 1 | 0 | 1 | -1 | 101 | 99 | 102 | 104 | 102 | 0 | 101
CC(C)Oc1ccc(C2CC(=O)N(c3ccc(N(C)C)cc3)C2=O)cc1 (stereo not given) | 0 | -2 | -4 | -5 | 102 | 99 | 99 | 107 | 97 | 0 | 102
NC(C(=O)O)C1CC(Cl)=NO1 (stereo not given) | -3 | -3 | -5 | -4 | 98 | 97 | 98 | 103 | 100 | -1 | 95
CC(NC(=O)c1cccc(C(F)(F)F)c1)C1CCCO1 (stereo not given) | -13 | 0 | -11 | -7 | 101 | 101 | 100 | 103 | 102 | -9 | 101

Filtered by structure, the compounds so far with bromine (7)
Compound | Bfl-1 Bim block | Bcl-W Bim block | Bcl-XL Bim block | Bcl-B Bim block | Cdc42 wt GTP | Rab7 wt GTP bind | Rac1 act GTP bind | Rac1 wt GTP bind | Rab2 wt GTP | Bcl-2 Bim block | HRas wt GTP bind
COCCn1c(C)cc(C(=O)COc2ncnc3ccc(Br)cc23)c1C | -5 | -1 | -1 | -4 | 100 | 104 | 97 | 101 | 100 | -3 | 99
Cc1ccc(NC(=O)COC(=O)CNC(=O)c2ccc(Br)cc2)c(C)c1 | 0 | -2 | -2 | 0 | 100 | 97 | 96 | 102 | 97 | 0 | 100
CC(=O)Nc1ccc(OC(=O)c2cc3cc(Br)cc(Br)c3oc2=O)cc1 | 6 | 1 | 2 | 2 | 99 | 100 | 97 | 99 | 98 | 4 | 99
COc1ccc(C(=O)NCC(=O)OCc2cccc(Br)c2)cc1 | -12 | 3 | -2 | -5 | 102 | 98 | 96 | 99 | 97 | -3 | 99
CC(C)=CC1C(C(=O)Nc2ccc(Br)cn2)C1(C)C (stereo not given) | -4 | -1 | -3 | -4 | 96 | 97 | 94 | 88 | 95 | -7 | 95
Brc1ccccc1-c1cnco1 | -7 | -1 | -1 | -4 | 97 | 105 | 100 | 103 | 99 | -7 | 100
O=C(Cc1ccc(Br)cc1)N1CCN(c2ccc(F)cc2)CC1 | -10 | 6 | 6 | -3 | 102 | 102 | 101 | 107 | 101 | -5 | 102
